Source: PubChem BioAssay (several laboratories)
HSP90 refold inh: inhibitors of HSP90 luciferase refolding in rabbit reticulocyte lysate. hit rate 0.91% among 290,000. inhibition, % at 5.6 µM. luciferase refolding luminescence, 3 h;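 active = inhibition above the screen-wide mean plus 3 SD, computed separately per campaign, cut at about 16% in these data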;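 note: 0% = DMSO wells and 100% = 60 µM geldanamycin wells; inhibitors lower the luminescence because luciferase stays unfolded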
HDAC3 inhib: inhibitors of human histone deacetylase 3; O15379; recombinant HDAC3, fluorogenic peptide/trypsin coupled, fluorescence; inhibition, % at 8.3 µM; hit rate 0.15% among 320,000; AID 2718; in the data active = inhibition above about 26%, passing the limit was not always enough; inconclusive = no clear call, values can overlap the other calls
Target sequence (O15379 whole entry, looked up): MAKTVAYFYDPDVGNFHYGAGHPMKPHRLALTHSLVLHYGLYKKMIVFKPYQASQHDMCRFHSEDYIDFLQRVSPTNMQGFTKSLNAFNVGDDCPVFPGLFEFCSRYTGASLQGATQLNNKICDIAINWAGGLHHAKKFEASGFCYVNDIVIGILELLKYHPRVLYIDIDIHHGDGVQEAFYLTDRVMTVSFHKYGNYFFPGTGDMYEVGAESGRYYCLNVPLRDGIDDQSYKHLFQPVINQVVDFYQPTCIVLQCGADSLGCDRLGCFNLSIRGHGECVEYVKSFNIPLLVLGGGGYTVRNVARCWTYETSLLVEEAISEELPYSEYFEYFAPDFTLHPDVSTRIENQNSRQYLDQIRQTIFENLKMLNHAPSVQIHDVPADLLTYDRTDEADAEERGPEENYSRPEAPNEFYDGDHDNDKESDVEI
IEC-6 cytotox: IEC-6 cytotoxicity, counter-screen for KLF5 inhibitors; luminescence viability; inhibition, % at 5 µM; hit rate 0.78% among 290,000; AID 1825; in the data active = inhibition above about 22%;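 note: 0% = plate median of test compound wells and 100% = cytotoxic reference compound wells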
HSF1 inhib: HSF1 inhibition; NIH3T3-HGL HSE-luciferase, MG132-induced, luminescence 8 h; active compounds read low; activity change, negative = inhibition, % at 7.5 µM (by protocol); hit rate 0.77% among 300,000;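 active = more than half of replicate wells show activity change below -50%, luminescence cut by over half; inconclusive = some wells, but at most half, below -50%; inactive = no replicate well below -50%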;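 note: luciferase reports HSF-1 transcriptional activity via heat shock element; 0% = median of DMSO wells and -100% = zero luminescence signal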
aSyn UTR inh: MLPCN primary screen, SNCA 5' untranslated region; alpha-synuclein 5'UTR reporter, inhibitor activity; inhibition, % (tested at 7.5 µM); hit rate 0.82% among 300,000; AID 1813; in the data active = inhibition above about 60%; inconclusive = no clear call, values can overlap the other calls;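 note: H4 neuroglioblastoma cells stably carrying SNCA 5'UTR luciferase fusion; 0% = DMSO wells and 100% = positive control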
HSF1 activator: increases HSF-1 driven luciferase reporter signal; activation, % at 9 µM; hit rate 1.7% among 300,000; NIH3T3-HGL HSF-1 luciferase reporter, MG132, 8 h; 100% = twice DMSO control signal;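 active = mean replicate activation of at least 50% with a set share of replicates each reaching 50%; inconclusive = only one of those two conditions met; inactive = mean below 50% and too few replicates reaching it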;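 note: 0% = median of the neutral control wells and 100% = twice that signal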
Platelet DG rel: platelet dense granule release activity; inhibition, %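 (compounds screened at 7.5 µM in platelet-rich plasma)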; human platelet-rich plasma, SFLLRN dense granule ATP release, luminescence; hit rate 0.22% among 300,000;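 active = mean replicate score, as percent of positive control, at or above 50; inconclusive = mean below 50 but at least one replicate at or above 50; inactive = mean and every replicate below 50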
HIF activator: HIF pathway transcriptional activation; activation, % at 7.5 µM (by protocol); hit rate 0.32% among 300,000; U2OS HRE-luciferase reporter, luminescence; normalized: DMSO 0%, desferrioxamine 100%;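 active = mean activation of at least 10% of the iron chelator positive control signal, with at least half of replicates also reaching 10%; inconclusive = mean and replicate majority disagree about reaching 10%; inactive = mean and most replicates under 10%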
KLF5 inh: inhibitors of KLF5 expression. DLD-1 KLF5 promoter-luciferase reporter, luminescence. inhibition, % at 5 µM. hit rate 0.23% among 290,000;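 active = inhibition above a per-plate limit of that plate's mean compound inhibition plus 3 SD, cut at about 60% in these data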;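 note: 0% = DMSO wells and 100% = LY294002 at 200 µM; higher means less KLF5 promoter-driven luciferase light; inactives centre near -14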
AI-2 QS modul: modulators of Vibrio harveyi AI-2 quorum sensing system; Vibrio harveyi JMH597 AI-2 luminescence/OD600 ratio, 9 h; active compounds read low; strain lacks LuxN and CqsS sensors; 0 = neutral-control median; activity change, % at 7.5 µM; hit rate 0.4% among 300,000; in the data active = activity change below about -75%, passing the limit was not always enough; inconclusive = no clear call, values can overlap the other calls;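 note: luminescence divided by OD600 gain over 9 h not by final OD600 alone; inactives centre near 13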
* = called active by the depositor; ? = inconclusive; . = not tested or not shown.

1. CN(Cc1ccccc1)C(=O)c1nc2ccccn2c1CNCCOc1cccnc1
2. CCOc1ncccc1C(=O)Nc1ccc(F)cc1
3. CCN1CC2([N+](=O)[O-])C=CC(=O)C([N+](=O)[O-])(C1)C2CC(=O)c1ccccc1 (centres undefined)
4. CCOC(=O)c1c(C)[nH]c(C(=O)OCC(=O)N2CCc3ccccc32)c1C
5. COc1ccc(S(=O)(=O)Nc2ccccc2Cl)cc1NC(C)=O
6. O=C(CCS(=O)(=O)c1ccccc1)OCC(=O)N1CCN(S(=O)(=O)c2ccc(Cl)cc2)CC1
7. COCCN(C(=O)COC(=O)CCC(=O)c1ccc(Cl)cc1)c1c(N)n(Cc2ccccc2)c(=O)[nH]c1=O
8. CC(O)C(NS(=O)(=O)c1ccc(Cl)cc1)C(=O)OCc1cc([N+](=O)[O-])cc2c1OCOC2 (centres undefined)
Assay by compound,1,2,3,4,5,6,7,8
HSP90 refold inh,-2,1,0,2,-3,.,0,-1
IEC-6 cytotox,0,-8,-1,1,3,.,2,-3
HIF activator,0.0,-0.6,-0.5,0.9,-0.1,0.2,-0.3,-0.2
KLF5 inh,-59,3,-29,-9,-13,.,-22,-5
HDAC3 inhib,.,2,7,1,0,-2,17,6
HSF1 inhib,-5,-6,?,-6,3,1,0,0
aSyn UTR inh,4,3,-24,-8,12,-7,15,14
Platelet DG rel,20,1,-2,10,0,-2,-6,1
HSF1 activator,13,5,-59,4,-8,-3,3,-1
AI-2 QS modul,19,11,2,18,18,25,6,5

9. O=C1C2C3C=CC(CC3)C2C(=O)N1c1ccc(Cl)cc1 (centres undefined)
10. NC(=O)C1CCN(CC(=O)Nc2cccc(C(=O)Nc3cccc(C(F)(F)F)c3)c2)CC1
11. CCCSc1nnc(NC(=O)Nc2ccc(F)cc2)s1
12. COc1ccc(C2Nc3ccccc3C(=O)N2c2ccc(C)cc2)cc1Cn1cc([N+](=O)[O-])cn1 (centres undefined)
13. Cc1ccc(-c2nn3c(C)nnc3c3ccccc23)cc1S(=O)(=O)NCc1ccccc1
14. CCOCC(=O)Nc1cc(C(=O)OC)ccc1C(=O)OC
15. O=c1c2ccccc2nc(/C=C/c2cc(Br)ccc2O)n1CCCO
16. CC1(C)Cc2c(sc(NC(=O)COc3cccc4ccccc34)c2C#N)C(C)(C)N1
Assay by compound,9,10,11,12,13,14,15,16
HSP90 refold inh,2,2,2,1,-1,0,-1,4
IEC-6 cytotox,1,-6,2,-4,2,-1,-12,-1
HIF activator,-37,-0.4,2.1,1.9,-0.9,-0.6,-1.6,-1.0
KLF5 inh,-35,-26,-8,-129,-15,-28,-8,-2
HDAC3 inhib,-7,5,-1,-6,-2,0,-4,-3
HSF1 inhib,-11,-3,8,31,0,-1,10,-7
aSyn UTR inh,9,-10,-58,-87,24,-6,-24,72*
Platelet DG rel,-13,10,5,2,10,-14,4,4
HSF1 activator,2,7,-1,47,19,13,10,-15
AI-2 QS modul,-16,12,16,41,19,18,4,-2

17. COc1cc(OC)cc(C(=O)NCCc2ccc(OC)c(OC)c2)c1
18. C[C@H](NC(=O)c1nc[nH]c1C(=O)N1CCN(c2ccccc2)CC1)C(=O)OC(C)(C)C
19. O=C(Nc1cccc(O)c1)c1ccc(NC(=O)C2CCCO2)cc1 (centres undefined)
20. c1ccc(Oc2nc(-c3ccccn3)nc3ccccc23)cc1
21. CCOC(=O)COc1c(Cl)cc(C2NC(=S)NC(c3ccccc3)=C2C(C)=O)cc1OC (centres undefined)
22. CSc1ncccc1C(=O)OCC(=O)Nc1cc(C(F)(F)F)ccc1N1CCOCC1
23. CCC(C)c1ccc(NC(=S)N2CCN(S(C)(=O)=O)CC2)cc1 (centres undefined)
24. O=c1[nH]c(SCc2n[nH]c(=S)n2-c2ccccc2)nc2sc3c(c12)CCC3
Assay by compound,17,18,19,20,21,22,23,24
HSP90 refold inh,.,.,2,5,-2,8,3,-2
IEC-6 cytotox,.,.,10,18,0,-3,5,4
HIF activator,0.1,1.1,1.4,0.1,-0.4,-0.2,0.2,-0.3
KLF5 inh,.,.,-29,-51,-48,-6,-17,-56
HDAC3 inhib,5,-1,3,8,9,2,3,-10
HSF1 inhib,0,3,11,-3,22,3,-4,10
aSyn UTR inh,28,6,-98,-64,-47,21,-9,-22
Platelet DG rel,-8,-2,10,-4,-8,2,0,-9
HSF1 activator,-20,3,28,-2,36,-6,-6,39
AI-2 QS modul,12,11,5,6,-3,23,7,21

5 successive records out of the list so far, quoted:
20. c1ccc(Oc2nc(-c3ccccn3)nc3ccccc23)cc1
21. CCOC(=O)COc1c(Cl)cc(C2NC(=S)NC(c3ccccc3)=C2C(C)=O)cc1OC (centres undefined)
22. CSc1ncccc1C(=O)OCC(=O)Nc1cc(C(F)(F)F)ccc1N1CCOCC1
23. CCC(C)c1ccc(NC(=S)N2CCN(S(C)(=O)=O)CC2)cc1 (centres undefined)
24. O=c1[nH]c(SCc2n[nH]c(=S)n2-c2ccccc2)nc2sc3c(c12)CCC3
Assay by compound,20,21,22,23,24
HSP90 refold inh,5,-2,8,3,-2
IEC-6 cytotox,18,0,-3,5,4
HIF activator,0.1,-0.4,-0.2,0.2,-0.3
KLF5 inh,-51,-48,-6,-17,-56
HDAC3 inhib,8,9,2,3,-10
HSF1 inhib,-3,22,3,-4,10
aSyn UTR inh,-64,-47,21,-9,-22
Platelet DG rel,-4,-8,2,0,-9
HSF1 activator,-2,36,-6,-6,39
AI-2 QS modul,6,-3,23,7,21

The list goes on:
25. CCc1c(C)[nH]n(-c2ccc(Oc3ccccc3)c(S(=O)(=O)O)c2)c1=O
26. COc1cc(OC)c(C(=O)O/N=C(\N)c2ccccc2)cc1OC
27. C=CCOc1ccc2ccccc2c1CNn1cn[nH]c1=S
28. CCN1CCN(C(=O)NCc2ccccc2)CC1
29. Cc1cc(NC(=O)c2ccc3c(c2)OCCO3)ccc1NC(=O)c1cc2ccccc2o1
30. O=S(=O)(c1ccc(NC(=S)NCc2ccco2)cc1)N1CCCCC1
31. O=C1c2ccccc2C(O)(c2ccccc2)N1c1ccncc1 (centres undefined)
32. Cc1ccc(S(=O)(=O)N2CCOC23CCN(S(=O)(=O)c2c(C)cc(C)cc2C)CC3)cc1
Assay by compound,25,26,27,28,29,30,31,32
HSP90 refold inh,-2,-4,-3,0,-3,0,3,.
IEC-6 cytotox,2,-5,-1,4,3,7,-1,.
HIF activator,.,-12,-0.7,0.0,1.0,.,-0.4,-2.5
KLF5 inh,-7,-70,-18,13,-26,-2,-21,.
HDAC3 inhib,6,2,10,-2,12,9,3,-6
HSF1 inhib,.,0,-1,-2,11,.,3,11
aSyn UTR inh,.,-33,13,-3,-42,.,22,-2
Platelet DG rel,.,1,0,7,-2,.,-6,1
HSF1 activator,.,17,-15,-9,22,.,-3,30
AI-2 QS modul,.,18,5,4,9,-88*,13,-3

33. CC(C)CN(C(=O)c1ccco1)C1CCS(=O)(=O)C1 (centres undefined)
34. Cc1nc(NC(=O)CSc2nnc(C3CC3)n2C)sc1C
35. Cc1ccc(NC(=O)c2ccc(F)cc2F)cc1
36. COc1cc(OC)cc(C(=O)NNC(=O)CN2C(=O)NC(C)(c3ccccc3)C2=O)c1 (centres undefined)
37. COc1cc(C(C)=O)ccc1Oc1ncnc2c1cnn2-c1cccc(Cl)c1
38. Cc1ccc(C(=O)Nc2ccc(N3CCN(C(=O)c4ccco4)CC3)cc2)c(Cl)c1
39. CCc1ccc(N=C2NC(=O)/C(=C/c3ccc(OCC(=O)O)cc3)S2)cc1
40. CN(C(=O)COC(=O)c1cn(-c2ccccc2)nc1-c1ccccc1)C1CCS(=O)(=O)C1 (centres undefined)
Assay by compound,33,34,35,36,37,38,39,40
HSP90 refold inh,.,-1,.,.,4,1,4,3
IEC-6 cytotox,.,-3,.,.,12,5,-3,0
HIF activator,3.4,1.0,2.1,-0.5,-0.3,1.3,-0.2,1.5
KLF5 inh,.,-8,.,.,-3,-38,-29,2
HDAC3 inhib,10,4,-1,3,-10,2,8,-11
HSF1 inhib,-7,11,25,-2,0,2,-4,-6
aSyn UTR inh,12,-9,-195,23,8,17,-7,-6
Platelet DG rel,4,1,7,-11,3,0,7,-5
HSF1 activator,-2,-2,23,-2,-6,2,-1,10
AI-2 QS modul,-7,15,20,4,16,21,2,17

41. CC(CCc1ccccc1)NC(=O)Cc1cccs1 (centres undefined)
42. Cc1ccc(S(=O)(=O)N/N=C/c2cccs2)cc1
43. CCOc1ccc2c(c1)C(N(CCN1CCOCC1)C(=O)Nc1ccc(OC)cc1OC)CC(C)(C)O2 (centres undefined)
44. CCCc1cc(=O)oc2c(C)c(OCC(=O)NC3CCN(Cc4ccccc4)CC3)ccc12
45. Cc1cc(OC(F)F)ccc1NC(=S)NC1CCCC1
46. Cc1ccnc(NC(c2ccccn2)c2c(C)[nH]c3ccccc23)c1 (centres undefined)
47. O=C(OCC(=O)N1CCOCC1)c1ccc(Cl)cc1[N+](=O)[O-]
48. CCN(CC)S(=O)(=O)c1cc(OC)ccc1N=Nc1ccc(O)c2ncccc12
49. Cc1cc(C)nc(SCC(=O)NC2=NC(=O)C(C)S2)n1 (centres undefined)
50. O=C(Nc1nc2ccccc2s1)c1ccc(Cl)s1
Assay by compound,41,42,43,44,45,46,47,48,49,50
HSP90 refold inh,2,3,1,4,-5,0,-5,4,1,-2
IEC-6 cytotox,4,5,1,1,-3,3,8,7,-5,4
HIF activator,0.3,0.1,0.3,-0.2,-0.5,0.2,-0.2,3.5,-0.2,.
KLF5 inh,8,-18,-13,-5,-54,-15,-56,87*,-10,-178
HDAC3 inhib,-4,5,.,-2,?,11,5,1,4,-4
HSF1 inhib,0,-1,-1,5,0,12,-1,-44,18,32
aSyn UTR inh,-6,7,-4,-9,-16,-10,-5,?,10,-170
Platelet DG rel,3,1,-2,3,5,8,-11,1,-3,4
HSF1 activator,-11,15,20,4,-8,13,5,-48,42,46
AI-2 QS modul,1,?,-6,-4,0,12,-79*,20,9,12
